Screening data: PubChem BioAssay, National Center for Advancing Translational Sciences (NCATS)
ALOX15 inhib = qHTS Assay for Inhibitors of 15-hLO (15-human lipoxygenase). purified 15hLO-1, xylenol orange hydroperoxide absorbance. Potency, µM (highest dose often 57.1 µM), without a hit: at the highest dose activity change, negative = inhibition, most hits filed as inhibitors. actives 1.4% (n = 74,000); also: potency is read from the fitted curve at half-maximal effect; % is scaled to controls: 0 for no effect and ±100 for the full control effect; nearly all actives have a fitted effect of over 55% in size
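40 nM 15hLO-1 + cpd, 15 min RT; start w/ 50 uM AA (final), 6 min RT; stop/detect w/ 200 uM XO + 300 uM Fe(II) in 50 mM H2SO4, 30 min; A573/A405. Buffer 25 mM Hepes pH 7.5, 0.01% Triton X-100. No-enzyme wells as negative control.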
Texas Red fluor = qHTS Assay for Spectroscopic Profiling in Texas Red Spectral Region | Compound fluorescence, Texas Red channel, 547/618 nm; hits give high values | max dye-equivalent concentration, M | actives 0.06% (n = 59,000); in the data active = max dye-equivalent concentration above about 10 nM; inconclusive = between about 1.1 nM and that limit
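Dye-equivalent concentrations come from scaling compound signal (ex 547, em 618 nm) to six Texas Red standard concentrations run on every plate, after 15 min room-temperature incubation in pH 8.0 Tris (100 mM).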
Hsp90 Hop PPI = qHTS Assay for Disrupters of an Hsp90 Co-Chaperone Interaction. Hsp90 C-terminal peptide / TPR2A (Hop) interaction, human. AlphaScreen TPR2A-His6 binding biotin-Hsp90 C-terminal peptide. Potency, µM (highest dose often 57 µM), inactives show at the top dose activity change, negative = inhibition. actives 0.44% (n = 71,000); active = well fitted curve in either direction with a large enough effect; inconclusive = small, poorly fitted or top-dose-only effect, or another doubt; also: potency is read from the fitted curve at half-maximal effect; % is scaled to controls: 0 for no effect and ±100 for the full control effect; many of its hits are not listed in these tables
ERK AVP inh = qHTS Assay for Inhibitors of the ERK Signaling Pathway using a Homogeneous Screening Assay; HEK293-V1b, vasopressin-stimulated pERK AlphaScreen; actives 0.99% (n = 72,000); Potency, µM (titrated, usually from 57.5 µM), without a hit: top-dose activity, negative = inhibition, actives largely listed as inhibitors; also: potency is read from the fitted curve at half-maximal effect; % is scaled to controls: 0 for no effect and ±100 for the full control effect; nearly all actives have a fitted effect of over 55% in size
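V1b-HEK293 cells; cpd 30 min 37C; 25 nM vasopressin 5 min; lyse 10 min; AlphaScreen beads 5 hr RT. Normalized to DMSO basal and 25 nM vasopressin; AC50 by Hill fit.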
FLuc inh = qHTS Assay for Inhibitors of Firefly Luciferase. Luciferin 4-monooxygenase (Photinus pyralis), P08659. purified firefly luciferase, luminescence, 8 min. Potency, µM (titrated, usually from 57.1 µM), for the others: top-dose activity change, negative = inhibition, most hits filed as inhibitors. actives 2.2% (n = 72,000). AID 411, 2009; also: potency is read from the fitted curve at half-maximal effect; % is scaled to controls: 0 for no effect and ±100 for the full control effect; nearly all actives have a fitted effect of over 40% in size
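Titration-based qHTS; buffer 50 mM imidazole pH 7.2, 50 mM KCl, 7 mM MgCl2, 10 uM ATP, 0.01% Tween 20, 0.05% BSA; luciferase/luciferin detector mix added after compound; 8 min, ambient; luminescence.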
HBB splicing = qHTS Assay for Modulators of Hemoglobin Beta Chain Splicing; HBB splicing reporter cell assay, activation; EGFP reporter with mutant IVS2-654 intron; response scale: normalised to 500 nM splice-correcting PNA; Potency, µM (doses to about 46.1 µM), for the others: at the top dose activation, usual class: activators; actives 0.06% (n = 65,000); AID 925, 2007; also: potency is read from the fitted curve at half-maximal effect; 0% is about no effect
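HeLa cells stably expressing EGFP interrupted by mutant beta-globin intron 2 (IVS2-654), 500/well in 2% FCS. Treated with compound for 2 days at 37C. Splicing correction scored as total well GFP intensity (488 nm excitation, 500-520 nm emission); 500 nM antisense PNA served as control.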
CRE-bla Fsk = Cell signaling CRE-BLA (Fsk stim) | CHO CRE-bla reporter (cAMP response element driving beta-lactamase), forskolin EC10, beta-lactamase ratio | Potency, µM (top dose mostly 38.2 µM), for the others: at the highest dose activity change, negative = inhibition, usual class: activators | actives 2.5% (n = 71,000) | AID 662, 2007; active = well fitted activation curve with a large enough effect in the signal ratio, with a control signal flat, not every such curve was filed as active; inconclusive = small, poorly fitted or top-dose-only effect, or effect the other way, or a change in a side signal; the % refers to the signal ratio; also: potency is read from the fitted curve at half-maximal effect; % of control where 0% means no effect
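Modulation of forskolin signalling: compounds in titration series added with EC10 NKH 477 to CHO cells carrying a CRE-driven beta-lactamase reporter, 3 h, 37C. CCF4 FRET ratio (460/530 nm, ex 405 nm) gives %activity and AC50.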
Rhodamine fluor = qHTS Assay for Spectroscopic Profiling in Rhodamine Spectral Region. Rhodamine-region fluorescence, 547/598 nm, Tris buffer; hits give high values. actives 0.05% (n = 59,000). max dye-equivalent concentration, M; in the data active = max dye-equivalent concentration above about 11 nM; inconclusive = between about 1.1 nM and that limit
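Compound fluorescence in 100 mM Tris, pH 8.0, read after 15 min at room temperature with 547 nm excitation and 598 nm emission. Output is dye-equivalent concentration from an on-plate rhodamine standard series.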
Tau fil binding = qHTS Assay for Tau Filament Binding. Microtubule-associated protein tau (Homo sapiens), P10636. recombinant tau filaments, thioflavin S fluorescence, 15 h; filaments grown with octadecylsulfate alongside compound. Potency, µM (highest dose often 57.1 µM), for the others: top-dose activity change, negative = inhibition. actives 2% (n = 71,000);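 also: potency is read from the fitted curve at half-maximal effect; % is scaled to controls: 0 for no effect and ±100 for the full control effect; actives lower thioflavin S fluorescence by blocking filaments or displacing dye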
Target sequence (P10636 whole entry, looked up): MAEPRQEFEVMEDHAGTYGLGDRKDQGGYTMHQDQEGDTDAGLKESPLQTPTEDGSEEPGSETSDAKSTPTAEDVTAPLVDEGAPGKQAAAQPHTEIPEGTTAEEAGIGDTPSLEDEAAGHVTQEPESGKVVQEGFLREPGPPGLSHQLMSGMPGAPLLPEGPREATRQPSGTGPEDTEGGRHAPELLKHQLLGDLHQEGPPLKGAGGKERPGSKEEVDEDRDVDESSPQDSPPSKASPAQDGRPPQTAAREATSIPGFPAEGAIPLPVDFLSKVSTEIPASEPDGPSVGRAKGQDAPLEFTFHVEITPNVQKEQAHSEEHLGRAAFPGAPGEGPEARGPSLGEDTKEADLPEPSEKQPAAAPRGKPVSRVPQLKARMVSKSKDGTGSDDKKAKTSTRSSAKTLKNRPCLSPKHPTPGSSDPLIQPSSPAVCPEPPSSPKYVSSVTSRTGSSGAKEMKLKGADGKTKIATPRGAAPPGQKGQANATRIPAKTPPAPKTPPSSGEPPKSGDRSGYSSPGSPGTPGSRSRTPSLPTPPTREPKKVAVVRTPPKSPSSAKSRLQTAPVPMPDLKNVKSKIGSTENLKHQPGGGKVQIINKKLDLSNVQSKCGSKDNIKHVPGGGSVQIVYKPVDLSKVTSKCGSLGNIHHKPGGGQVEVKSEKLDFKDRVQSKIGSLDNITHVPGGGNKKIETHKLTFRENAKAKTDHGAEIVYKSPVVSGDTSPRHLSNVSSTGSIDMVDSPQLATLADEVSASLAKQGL
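Read-out: ThS fluorescence, 450 nm excitation/510 nm emission; lower signal marks blocked filament formation or displaced dye. Tau at 1 uM with 30 uM ODS, 10 uM ThS, 5 mM DTT, 100 mM NaCl, 10 mM HEPES pH 7.4; 15 h, 37 C.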
HADH2 inhib = qHTS Assay for Inhibitors of HADH2 (Hydroxyacyl-Coenzyme A Dehydrogenase, Type II); 3-hydroxyacyl-CoA dehydrogenase type-2 (Homo sapiens), Q99714; recombinant HADH2, NADH fluorescence, beta-hydroxybutyryl-CoA; Potency, µM (series often up to 57.1 µM), inactives show at the highest dose activity change, negative = inhibition, usual class: inhibitors; actives 3.4% (n = 73,000); AID 886, 2007; also: potency is read from the fitted curve at half-maximal effect; % is scaled to controls: 0 for no effect and ±100 for the full control effect; nearly all actives have a fitted effect of over 60% in size; many of its hits are not listed in these tables
Target sequence (Q99714 whole entry, looked up, one chain of several): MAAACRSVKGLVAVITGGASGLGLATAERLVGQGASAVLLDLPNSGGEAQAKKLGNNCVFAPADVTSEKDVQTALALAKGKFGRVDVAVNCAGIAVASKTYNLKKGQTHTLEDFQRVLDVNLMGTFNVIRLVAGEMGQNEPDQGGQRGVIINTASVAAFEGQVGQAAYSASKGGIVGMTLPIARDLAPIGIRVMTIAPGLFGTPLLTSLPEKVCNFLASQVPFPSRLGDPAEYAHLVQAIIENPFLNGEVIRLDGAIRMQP
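His-tagged recombinant enzyme from E. coli, 20 nM, preincubated 15 min RT with compound; reaction started with 1 mM NAD+ and 90 uM beta-hydroxybutyryl-CoA in 100 mM Tris-HCl pH 9.0. NADH fluorescence (ex 360/em 450) read over 4 min; last-minus-first difference.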
DNA Pol III inh = qHTS Assay for Inhibitors of DNA Polymerase III Holoenzyme System; Potency, µM (highest dose often 57.1 µM), for the others: at the highest dose activity change, negative = inhibition; actives 0.25% (n = 71,000); reconstituted DNA polymerase III holoenzyme replication, biochemical; also: potency is read from the fitted curve at half-maximal effect; % is scaled to controls: 0 for no effect and ±100 for the full control effect
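Reconstituted *E. coli* holoenzyme (0.35 nM Pol III, 1 nM beta, 154 nM SSB, 2 nM primase) was preincubated with compound for 15 min at RT. Synthesis on 1.4 nM ssM13Gori ran 35 min, then was stopped with PicoGreen/EDTA and read as dsDNA fluorescence.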
Active calls of the source: *; i = inactive; ? = inconclusive; / = no result given; & = joins results of further samples; ! = a repeat was not active; [ ] = dose if it differs, or a comment. Unless noted, calls follow the shape of the dose curve; as a rule, active = well fitted curve in the direction sought with a large enough effect; inconclusive = small, poorly fitted or top-dose-only effect, or another doubt; inactive = no such curve, though single readings can be large; an effect the other way counts as inactive or inconclusive.

Order of results: ALOX15 inhib | Texas Red fluor | Hsp90 Hop PPI | ERK AVP inh | FLuc inh | HBB splicing | CRE-bla Fsk | Rhodamine fluor | Tau fil binding | HADH2 inhib | DNA Pol III inh
- CC(CCc1ccco1)NC(=O)c1cc2c(-c3ccccc3F)nn(C)c2s1 (stereo not given)
→ -23% | / | -6%[2.3 µM] | -5% | 2% | -0.1% | ? | / | 88% | -29% | -10%
- Cc1ccccc1OCC(=O)Nc1ccc2c(c1)COC2=O
→ -2% | ? | 2% | -17% | -2% | / | 6% | i | 1% | -3% | -4%
- CCN(C(=O)CSc1nnnn1-c1cc(C)ccc1OC)C1CCS(=O)(=O)C1 (stereo not given)
→ 6% | i | -4% | -12% | -1% | 2.1%[57.5 µM] | 1% | i | -9% | -11% | 16%
- COc1ccc(O)c(C(=O)c2cnc3onc(C)c3c2)c1
→ 0% | i | -5% | -28% | 0% | -1.3% | ? | i | ? | 6% | -4%
- O=C(C1=C(O)C(=O)N(CCc2ccccc2)C1c1cccnc1)c1ccco1 (stereo not given)
→ -10% | i | -4% | 4% | -18% | -0.2%[57.5 µM] | -4% | i | 3% | -13% | -1%
- O=C1CSC(c2ccccn2)N1c1ccccc1 (stereo not given)
→ 2% | i | 0% | 0% | 4% | 0.3% | ? | i | -1% | -6% | -6%
- Cc1ccc(S(=O)(=O)/N=C(/Nc2nc(C)cc(C)n2)N2CCOCC2)cc1
→ 3%[11.4 µM] | / | -10%[11 µM] | -9% | 1% | -1.0%[0.0738 µM] | ? | / | 10%[11.4 µM] | 8%[11.4 µM] | -2%[11.4 µM]
- COc1ccc(-c2ccc(-c3noc(C(C)C)n3)c(OC)n2)cc1
→ -9% | ? | ? | 33%[activator] | -15% | 3.7%[57.5 µM] | ? | i | 39% | 270%[activator] | 26%
- O=C(NCCCCNC(=O)c1cccnc1)c1cccnc1
→ 8% | i | -5% | -7% | 3% | / | -5% | i | 8% | -4% | -1%
- CCCNS(=O)(=O)c1ccc(OCC(=O)NCc2ccco2)cc1
→ -3% | ? | -1% | -16% | -1% | 2.1% | -8% | i | 0% | -5% | -8%
- C=CCSc1nc2c(c(=O)[nH]1)C(C(C)C)C(C#N)=C(N)O2 (stereo not given)
→ 6% | / | -5% | -28% | -1% | -0.1% | ? | / | 2% | -4% | 0%
- CCCc1nc(NCc2ccco2)c(C#N)c2c1COC(C)(C)C2
→ 10% | i | -4% | -23% | -1% | 2.6%[1.84 µM] | 13µM* | i | 18% | 22% | 8%
- O=C(CSc1nc(-c2ccccc2)cc(=O)[nH]1)NCc1ccc2c(c1)OCO2
→ -8% | i | 2% | -14% | 0% | 0.2% | 2% | i | -2% | 5% | 2%
- COc1ccc(N2CC(C(=O)NCCc3ccc(OC)c(OC)c3)CC2=O)cc1 (stereo not given)
→ 4%[11.4 µM] | / | -5%[11 µM] | 0% | 0% | 1.0%[0.0738 µM] | 17%[7.6 µM] | / | -3%[11.4 µM] | 12%[11.4 µM] | -6%[11.4 µM]
- Cc1ccc(OCc2nnc(SCC(=O)NC3CCCCC3)n2C)cc1
→ 15% | i | 0% | -17% | -3% | / | 2% | i | 1% | 10% | -5%
- CCN=c1scc(-c2ccc3c(c2)NC(=O)CO3)n1N=C1CCCC1
→ -19% | ? | ? | ? | 0% | 1.0% | ? | i | 13µM* | -24% | 2%
- O=C(CN1CCCCC1)Nc1cccc(Cl)c1Cl
→ 1% | ? | 2% | -10% | 1% | -3.5% | -3% | i | -6% | 8% | 5%
- O=C(CN1CCN(c2ccccc2)CC1)Nc1ccc(-n2cnnn2)cc1
→ -8% | i | 0% | -1% | 0% | -0.4%[57.5 µM] | 2% | i | 4% | 14% | 2%
- CN(Cc1ccccc1)Cc1c(F)cccc1F
→ -8% | ? | 3% | -16% | 0% | 1.1% | -9% | i | 11% | -7% | 2%
- CC1CCc2nc(N)c(C#N)c(-c3cccnc3)c2C1 (stereo not given)
→ 7% | / | -2% | / | -2% | -0.7% | 2% | / | -4% | -8% | -11%
- CS(=O)(=O)N(CC(=O)N1CCOCC1)c1ccc2c3c(cccc13)CC2
→ 5% | i | -4% | -1% | -1% | 2.3% | -1% | i | 6% | 8% | -4%
- CCc1ccc(N(CC(=O)NC2CCCCC2)S(=O)(=O)c2c(C)noc2C)cc1
→ 5% | / | -5%[2.3 µM] | -9% | 2% | -0.3% | 7% | / | 22% | -2% | -2%
- CSc1nnc2c(n1)OC(C)=Nc1ccccc1-2
→ -4% | i | -7% | -24% | 2% | 1.7% | ? | i | -1% | -2% | -16%
- COc1ccc(OC)c(NC(=O)CSc2nnc(CNC(=O)COc3ccc(Cl)cc3)o2)c1
→ -5% | i | -3% | -19% | -3% | -0.1% | -6% | i | 3% | -10% | -3%
- O=C1NC(c2ccccc2)(C(F)(F)F)C(=O)N1Cc1cccnc1 (stereo not given)
→ 2% | i | -1% | -15% | 0% | 4.6% | 3% | i | -8% | 12% | -4%
- COC(=O)c1ccc(NC(=O)CNC(=O)C2CCCCC2)cc1
→ -6%[11.4 µM] | / | -9%[11 µM] | -4% | 2% | 0.4%[0.0738 µM] | ? | / | -2%[11.4 µM] | 3%[11.4 µM] | -2%[11.4 µM]
- CCCCOC(=O)c1ccc(N2C(=O)CC(N3CCN(C/C=C/c4ccccc4)CC3)C2=O)cc1 (stereo not given)
→ -9% | i | -5% | ? | -1% | -1.8% | -5% | i | 19% | 4% | 0%
- N#Cc1c(N)sc(=S)c2c1CCN(Cc1ccccc1)C2
→ -30% | ? | ? | -1% | -17% | / | -4% | i | 216% | 16µM* | -21%
- COc1nc(NCc2cccnc2)nc(OC)n1
→ -2% | / | -3% | -18% | 0% | 0.5%[9.22 µM] | ? | / | 4% | 9% | 4%
- COc1cc(OC)c(S(=O)(=O)NCc2ccco2)cc1S(=O)(=O)NCc1ccco1
→ 7% | i | 1% | -3% | 2% | 0.2% | 9% | i | 2% | -10% | -6%
- N#Cc1cc2nc(O)c(O)nc2cc1[N+](=O)[O-]
→ ? | i | -4%&-8% | 8%&3% | 0%&5% | -1.1% | ? | i | 40µM*! | -8%&-9% | -4%&-11%
- CCOC(=O)C1CCCN(C(=O)Cn2nc(CC)n3c(cc4sccc43)c2=O)C1 (stereo not given)
→ 1% | / | -2% | -10% | 1% | -0.2% | ? | / | 33% | -3% | 1%
- O=C(CSc1nnc(COc2ccccc2)n1Cc1ccco1)Nc1ccc2c(c1)OCCO2
→ -20% | ? | -10% | -23% | -5% | 0.7% | -14% | i | 181% | 0% | 8%
- O=C(Nc1ccc2c(c1)OCO2)NC1CCN(Cc2ccccc2)CC1
→ -7% | i | -4% | -14% | -12% | 1.6% | -3% | i | -6% | 9% | 2%
- CC(C)(C)C1CCc2onc(C(=O)NCc3ccc(F)cc3)c2C1 (stereo not given)
→ -15% | ? | 12% | 23% | 0% | 4.0% | -9% | i | 7% | 1% | -4%
- Cc1cc(C)nc(N2C(=O)CC(C(=O)O)NC2=NCCc2c[nH]c3ccccc23)n1 (stereo not given)
→ -4% | ? | 0% | ? | 3% | 1.9%[1.84 µM] | -2% | i | -6% | -2% | -5%
- Fc1ccc(Nc2nc(N3CCOCC3)c3ccccc3n2)cc1
→ -16% | i | 9% | ? | -2% | -0.9% | ? | i | 59% | 10% | -3%
- COc1nc(Oc2ccc(=O)n(C)n2)nc(N(C)C)n1
→ 17% | / | -1% | -11% | -5% | -5.4% | 10% | / | 22% | 0% | 0%
- COc1ccccc1NC(=O)CSC1CC(=O)N(c2ccc3c(c2)OCO3)C1=O (stereo not given)
→ 6% | i | -3% | -20% | 1% | 0.0% | -9% | i | -6% | -9% | 1%

A portion of the library; rates above refer to the full screens.
